Screening results deposited in PubChem by several laboratories.
aSyn UTR inh: MLPCN primary screen, SNCA 5' untranslated region; alpha-synuclein 5'UTR reporter, inhibitor activity; inhibition, % (tested at 7.5 µM); 300,000 tested, 0.82% active; AID 1813; in the data active = inhibition above about 60%; inconclusive = no clear call, values can overlap the other calls;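 also: H4 neuroglioblastoma cells stably carrying SNCA 5'UTR luciferase fusion; 0% = DMSO wells and 100% = positive control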
HIF activator: HIF pathway transcriptional activation | U2OS HRE-luciferase reporter, luminescence; normalized: DMSO 0%, desferrioxamine 100% | activation, % at 7.5 µM (by protocol) | 300,000 tested, 0.32% active;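 active = mean activation of at least 10% of the iron chelator positive control signal, with at least half of replicates also reaching 10%; inconclusive = mean and replicate majority disagree about reaching 10%; inactive = mean and most replicates under 10%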
MrgX1 antag: blocks BAM8-22 activation of human MrgX1 receptor; Q96LB2; MRGX1-HEK293 calcium flux, Fluo-4, BAM8-22 antagonism; hits give low values; B-score at 10 µM; 310,000 tested, 1.3% active; AID 588676;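 active = calcium-response B-score plate-corrected more than 3 library SD below zero, starting fluorescence within 5 deviations, no agonist response on first addition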;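 also: peak minus trough fluorescence over baseline after final BAM8-22 challenge near maximal dose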
Target sequence (Q96LB2 whole entry, looked up): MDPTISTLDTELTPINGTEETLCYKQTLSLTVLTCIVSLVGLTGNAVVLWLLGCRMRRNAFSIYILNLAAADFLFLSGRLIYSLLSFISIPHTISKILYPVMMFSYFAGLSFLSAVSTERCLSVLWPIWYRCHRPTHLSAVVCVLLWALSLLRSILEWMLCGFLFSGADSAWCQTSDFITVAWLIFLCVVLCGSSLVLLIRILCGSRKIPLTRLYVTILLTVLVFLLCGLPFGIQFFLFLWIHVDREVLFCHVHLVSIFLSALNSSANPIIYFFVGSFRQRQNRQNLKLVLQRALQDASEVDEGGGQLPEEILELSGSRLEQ
TRPC6 inh: inhibitors of mouse TRPC6 channel. HEK293-TRPC6, membrane potential dye, ACh-evoked depolarization; hits give low values. B-score at 10 µM. 310,000 tested, 1.1% active. AID 2553;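 active = B-score under library mean minus 3 SD, initial fluorescence not abnormally high, positive integrated signal ratio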;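 also: B-score derived from integrated fluorescence ratio over the kinetic read; more negative B-score means stronger inhibition of depolarization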
TRPC4 potent: TRPC4 (mouse) allosteric potentiation; HEK293 TRPC4beta/mu-opioid, DAMGO EC20, Fluo-4 Ca2+ flux; hits give high values; B-score at 10 µM; 310,000 tested, 0.42% active; AID 2227;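 active = B-score of calcium response area above 5 SD of library B-scores, with initial fluorescence ratio within 5 SD of library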;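 also: B-score of integrated fluorescence ratio over time as area under calcium response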
KLF5 inhibitor: kruppel-like factor 5 inhibition; DLD-1 KLF5 promoter-luciferase reporter, luminescence; inhibition, % at 5 µM; 290,000 tested, 0.23% active; AID 1700;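 active = inhibition above a per-plate limit of that plate's mean compound inhibition plus 3 SD, cut at about 60% in these data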;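 also: 0% = DMSO wells and 100% = LY294002 at 200 µM; higher means less KLF5 promoter-driven luciferase light; inactives centre near -14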
SKKanGAS inh: SKKanGAS growth inhibition; S. pyogenes SKKanGAS, kanamycin growth, BacTiter-Glo, 6 h; 300,000 tested, 1.3% active; AID 1662; inhibition, % at 7.5 µM;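 active = mean replicate score, as percent of positive control median, at least 50; inconclusive = mean below 50 but one replicate at or above 50; inactive = mean and every replicate below 50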;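 also: strain carries kanamycin resistance gene driven by streptokinase promoter and grows in 40 µg/ml kanamycin; loss of luminescence reflects streptokinase promoter inhibition or plain growth inhibition; 0% = median of DMSO wells and 100% = positive control at its reference dose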
IEC-6 cytotox: counter-screen for KLF5 inhibitors: cytotoxicity in IEC-6 cells. IEC-6 cytotoxicity, luminescence viability. inhibition, % at 5 µM. 290,000 tested, 0.78% active; in the data active = inhibition above about 22%;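 also: 0% = plate median of test compound wells and 100% = cytotoxic reference compound wells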
TRPC6 activator: activators of mouse TRPC6 channel. Q61143. HEK293-TRPC6 membrane potential dye fluorescence; hits give high values. B-score at 10 µM. 310,000 tested, 0.13% active. AID 2550;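 active = B-score of the integrated fluorescence ratio above library mean plus 3 SD, and starting fluorescence ratio within library mean plus 5 SD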;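 also: higher score means more depolarization so channel activation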
TRPC4 act: activators of mouse TRPC4 channel. B-score at 10 µM. 310,000 tested, 0.49% active. Q9QUQ5. HEK293 TRPC4beta/mu-opioid, Fluo4 calcium fluorescence; hits give high values;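 active = B-score above 5 SD of library B-scores, and initial fluorescence ratio not above library mean plus 5 SD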;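 also: positive B-score marks a calcium rise read as TRPC4 activation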
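Assay system – TRPC4beta and mu-opioid receptor HEK293 stable cells · Measured by – Fluo4 fluorescence, kinetic · Schedule – dye loading 45 min room temperature, 110 s kinetic read · Read-out – B-scored integrated calcium fluorescence ratio · Controls – buffer and maximal DAMGO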
TRPC4 block: inhibitors of mouse TRPC4 channel; Q9QUQ5; HEK293 TRPC4beta/mu-opioid, DAMGO-evoked Fluo4 calcium flux; hits give low values; B-score at 10 µM; 300,000 tested, 0.39% active; AID 2247;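 active = B-score over 3 SD under the library average, no early fluorescence shift, positive overall ratio signal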
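Assay system – HEK293 line stably carrying TRPC4beta and mu-opioid receptor · Doses – single dose · Detection – Fluo4 calcium-dye fluorescence, kinetic read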
Active calls of the source: *; i = inactive; ? = inconclusive; · = not tested or not shown.

SMILES,aSyn UTR inh,HIF activator,MrgX1 antag,TRPC6 inh,TRPC4 potent,KLF5 inhibitor,SKKanGAS inh,IEC-6 cytotox,TRPC6 activator,TRPC4 act,TRPC4 block
Cc1ccc(S(=O)(=O)N2CCC(=O)N(C(COCc3ccc(Cl)c(Cl)c3)Cc3ccccc3)CC2)cc1 (stereo unspecified),11,0.2,-6.1*,i,i,-7,5,-8,i,i,i
Cc1ccccc1Nc1n[nH]c(C)c1[N+](=O)[O-],-65,-0.1,i,i,i,-6,2,9,i,i,i
CN(C)CCNC(=O)C(=O)Nc1ccc2c(c1)N(S(=O)(=O)c1cccs1)CCC2,-63,1.5,i,i,i,·,2,·,i,i,i
Cn1cccc1Cc1nnc(SCC(=O)N2CCOCC2)n1CCc1ccccc1,15,0.1,i,i,i,13,-11,-5,i,i,i
CCCOC1CCCN(C(=O)c2cc(COc3ccc(-n4cncn4)cc3)on2)C1 (stereo unspecified),-51,2.5,i,i,i,-35,-13,4,i,i,i
O=C(N/N=C/c1ccc([N+](=O)[O-])cc1)c1ccc2nc[nH]c2c1,11,-0.1,i,i,i,-1,7,-3,i,i,i
Cn1c(=O)n(Cc2ccccc2)c(=O)c2c1nc1n2CCN1Cc1ccco1,29,-0.5,i,i,i,-5,2,-3,i,i,i
C=CCNC(=S)NN(c1ccccc1)c1ccccc1,7,-0.3,i,i,i,-8,-2,-6,i,i,i
Cc1c(C(=O)NCCSCc2ccccc2)cccc1[N+](=O)[O-],4,-0.6,i,i,i,-37,1,10,i,i,i
O=C(Nc1nc(-c2ccccc2)nc2ccccc12)c1ccc(F)cc1,20,-0.2,i,i,i,-6,-15,-6,i,i,i
CCCCCN(C(=O)CCC(=O)OCc1ccccc1C(F)(F)F)c1c(N)n(CCCC)c(=O)[nH]c1=O,-7,0.1,i,i,i,9,8,-2,i,i,i
Nc1nnn(CC(=O)N/N=C/c2cccc(Cl)c2)n1,-1,0.2,i,i,i,-12,4,4,i,i,i
COc1ccc(/C=C/C(=O)N2CCNC(=O)C2)c(OC)c1,-49,1.5,i,i,i,-20,-3,-5,i,i,i
CC1CCCCC12NC(=O)N(CC(=O)Nc1ccc(N3CCOCC3)cc1)C2=O (stereo unspecified),-7,-0.3,i,i,i,15,3,-6,i,i,i
O=C(O)c1cc(S(=O)(=O)Nc2ccc3oc(=O)sc3c2)ccc1O,9,0.3,i,i,i,-2,-12,-4,i,i,i
O=C(Nc1ccc(Cl)cc1C(=O)Nc1ccccn1)c1ccco1,12,-0.3,i,i,i,-1,-5,2,i,i,i
Cc1c(C(=O)OCC(=O)N(CCC#N)c2ccccc2)oc2c1ccc1ccccc12,-28,-1.0,i,i,i,0,20,-5,i,i,i
COc1ccc(CNC(=O)c2cccc3c2C(=O)N(Cc2cccnc2)C3)cc1,23,0.3,i,i,i,3,0,2,i,i,i
Cc1csc2ncc(C(=O)Nc3ccc(C(F)(F)F)cc3)c(=O)n12,-58,-0.4,i,i,i,5,-2,3,i,i,i
CC1(C)CC(=O)c2sc(N)nc2C1,1,-0.1,i,i,i,6,2,1,i,i,i
O=C1C=C(N2CCCCC2)C2(CCCCC2)O1,11,0.0,i,i,i,-39,0,4,i,i,i
COc1cc(/C=N/NC(=O)C2COc3ccccc3O2)cc(OC)c1OC (stereo unspecified),-27,0.6,i,i,i,12,-5,7,i,i,i
Cc1ccc(S(=O)(=O)NCCC(=O)OCC(=O)N(Cc2ccccc2)C(C)(C)C)cc1C,7,0.5,i,i,i,·,-2,·,i,i,i
O=C(Nc1ccc(Br)c2cccnc12)c1ccc(Cn2cc([N+](=O)[O-])cn2)o1,-25,-0.2,i,i,i,-15,8,4,i,i,i
CN(C)C=Nc1ncc2c3ccccc3n(Cc3ccccc3)c2c1C#N,-14,-0.2,i,i,i,7,-11,2,i,i,i
CCOC(=O)N1CCC(C(N)=O)CC1,2,-1.1,i,i,i,-18,1,4,i,i,i
CC(C)C(=O)Nc1ccc(Nc2ccccc2)cc1,-53,1.8,i,i,i,-34,-2,-2,i,i,i
COc1cc(NC(=O)C(=O)NCCN2CCNCC2)c(OC)cc1Cl,-23,-0.2,i,i,i,17,-8,3,i,i,i
O=C(Nc1ccccc1)c1cccc(=O)o1,31,-0.2,i,i,i,-13,0,-2,i,i,i
Cc1ccccc1C(=O)O/N=C/c1c(N2CCOCC2)n(C)c2ccccc12,87*,0.2,i,i,i,-39,6,-4,i,i,i
O=C(CCCCCn1c(=O)[nH]c2ccccc2c1=O)NCCc1c[nH]c2ccccc12,-26,-0.4,i,i,i,13,-1,-4,i,i,i
COCCCNC(=O)C1CC(=O)N(c2ccc(C)cc2)C1 (stereo unspecified),14,-0.2,i,i,i,5,-13,6,i,i,i
Cc1oc(-c2ccccc2)nc1CS(=O)CC(=O)O (stereo unspecified),0,0.0,i,i,i,13,-2,-4,i,i,i
CCc1nnc(N2C(=O)c3cccc4cccc(c34)C2=O)s1,27,0.2,i,·,·,-18,-13,1,·,·,·
Cc1ccc(-n2nc(C)c(NC(=O)COC(=O)c3ccccc3NCCO)c2C)cc1,9,-0.3,i,i,i,·,19,·,i,i,i
Cc1[nH][nH]c(=O)c1C(c1ccc(O)c([N+](=O)[O-])c1)c1c(C)[nH][nH]c1=O,18,-2.8,i,i,i,6,5,0,i,i,i
CCc1cccc(NC(=O)NC2CCCCC2)c1,-52,1.6,i,i,i,-39,4,4,i,i,i
Cc1ccc(CN2CCN(C(=O)CCN3C(=O)c4ccccc4C3=O)CC2)cc1,12,-2.0,i,i,i,-2,0,-6,i,i,i
O=C(CN1CCc2ccccc21)Nc1ccc2c(c1)OCO2,-9,-0.5,i,i,i,-7,3,-4,i,i,i
Cc1ccc(S(=O)(=O)NCCN=Cc2ccc(N(C)C)cc2)cc1,-4,0.0,i,i,i,-22,-2,-5,i,i,i
COc1ccc(NC(=O)CSc2nccn2Cc2ccccc2)c(OC)c1,-25,-0.2,i,i,i,-5,5,3,i,i,i
C/C(=N\NC(=O)c1ccco1)c1cccc2ccccc12,16,1.4,i,i,i,-23,-5,6,i,i,i
COc1cccc(Oc2ccc(N)cc2)c1,6,-0.2,i,i,i,-23,0,7,i,i,i
COCCNC(=S)N1CCC(NC(=O)c2ccco2)CC1,16,-0.5,i,i,i,-48,-4,0,i,i,i
COc1ccc(OC)c(NC(=O)CCN2CCN(Cc3ccccc3)CC2)c1,8,0.0,i,i,i,-10,-2,-2,i,i,i
O=C(Nc1ccc(-c2ccccc2)cc1)c1ccc2c(c1)S(=O)(=O)c1ccccc1C2=O,4,-0.4,-4.7*,i,i,·,5,·,i,i,i
O=C(NCCCN1CCOCC1)C1CCN(S(=O)(=O)c2cccc(Cl)c2Cl)CC1,10,-0.1,i,i,i,·,-10,·,i,i,i
Cc1ccc[n+](CC(=O)Nc2cccc([N+](=O)[O-])c2)c1,11,-0.3,i,i,i,-5,-8,-2,i,i,i
COc1ccc(N(C(C)=O)c2nc3ccccc3[nH]2)cc1,-1,0.5,i,i,i,-26,12,-3,i,i,i
O=c1c2cc(Br)ccc2nc(-c2cccc(Cl)c2)n1O,8,-0.7,i,i,i,5,78*,5,i,121*,i
Cc1cc(C)n(CC(=O)NNC(=O)CCCOc2ccc(Cl)c(C)c2)n1,14,-0.1,i,i,i,-14,-8,0,i,i,i
Cc1ccc(S(=O)(=O)NC2CC(C)(C)NC(C)(C)C2)c(C)c1C,10,0.1,i,i,i,-13,-2,1,i,i,i
c1csc(-c2nn3c(Cn4cnc5ccccc54)nnc3s2)c1,3,0.0,i,i,i,-5,-17,1,i,i,i
O=C(Cc1cccs1)N1CCN(S(=O)(=O)c2ccc(F)cc2)CC1,20,-0.1,i,i,i,-7,-3,-4,i,i,i
C=C(C)C(=O)Oc1ccc(N2C(=O)CCC2=O)cc1,-8,0.1,i,i,i,-9,-1,-6,i,i,i
Cc1ccc2ccccc2c1Cn1c(-n2ccnc2)nc2c1c(=O)n(C)c(=O)n2C,-3,-0.1,i,i,i,-12,18,-7,i,i,i
O=C(CCN1CCCCC1)NCC1OCCc2ccccc21 (stereo unspecified),6,0.0,i,i,i,-16,0,-5,i,i,i
Cc1ccc(C(=O)/C=C\NCc2ccccc2)cc1,-40,0.7,i,i,i,-15,3,2,i,i,i
COc1ccc(OCCCC(=O)N(C)CC(=O)Nc2ccccc2Cl)cc1,0,-0.2,i,i,i,-22,-10,7,i,i,i
O=C(CSc1cc([N+](=O)[O-])cc(S(=O)(=O)Cc2ccccc2)c1)NC1CC1,4,1.5,i,i,i,3,-1,4,i,i,i

(next part)
SMILES,aSyn UTR inh,HIF activator,MrgX1 antag,TRPC6 inh,TRPC4 potent,KLF5 inhibitor,SKKanGAS inh,IEC-6 cytotox,TRPC6 activator,TRPC4 act,TRPC4 block
CCc1cc(C(=O)N2CCCC(CCC(=O)NCc3cccc(OC)c3)C2)no1 (stereo unspecified),-15,0.0,i,i,i,-30,?,-1,i,i,i
CS(=O)(=O)N(CC(=O)NCc1ccco1)c1cc(C(F)(F)F)ccc1Cl,17,0.1,i,i,i,-2,-2,1,i,i,i
Cc1ccc(C)c(Cn2nnc3c(=O)[nH]c(C4CCCN(C(=O)CC(C)C)C4)nc32)c1 (stereo unspecified),7,0.0,i,i,i,-9,0,-1,i,i,i
O=C(Nc1nccs1)c1ccc(-c2cccc([N+](=O)[O-])c2)o1,-175,2.2,i,i,i,-10,-4,1,i,i,i
O=C1CCC(=O)N1CN(C(=O)c1ccco1)c1ccccc1,15,-2.1,-6.6*,i,i,-1,0,-8,i,i,i
COc1ccc(N2C(=O)CC2(/C=C/c2ccccc2OC)C(=O)NC2CCCC2)cc1 (stereo unspecified),-3,-0.4,i,i,i,-14,14,-3,i,i,i
CCN(CC)S(=O)(=O)c1ccc(C(=O)OCn2nnc3ccccc3c2=O)cc1,21,0.1,i,i,i,-1,0,1,i,i,i
O=C(NC1CC1)C1CC(=O)N(c2ccc(F)cc2)C1 (stereo unspecified),23,-0.4,i,i,i,10,2,0,i,i,i
O=C(COc1ccc(S(=O)(=O)N2CCOCC2)cc1)NCCCn1ccnc1,8,0.2,i,i,i,-25,2,2,i,i,i
